# HSP90 refold inh – HSP90 refolding inhibition in rabbit reticulocyte lysate; luciferase refolding luminescence, 3 h; inhibition, % at 5.6 µM; hit rate 0.91% among 290,000;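 active means inhibition above the screen-wide mean plus 3 SD, computed separately per campaign, cut at about 16% in these data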;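 further: 0% = DMSO wells and 100% = 60 µM geldanamycin wells; inhibitors lower the luminescence because luciferase stays unfolded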
# Dyrk1A ADPGlo – Dyrk1A (rat) kinase inhibition; Q63470; ADP-Glo luminescence, NFATc1 peptide; inhibition, % at 12.5 µM; hit rate 0.43% among 310,000; AID 504441; in the data active means inhibition above about 50%;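 further: plate controls were vehicle with enzyme for no effect and no enzyme for full effect; many of its hits are not listed in these tables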
# GSK3B inh – blocks human GSK3beta kinase activity; hit rate 0.038% among 300,000; GST-GSK3beta kinase, ADP-Glo luminescence, 60 min; stronger effect = lower value; AID 2097; activity score (negative = inhibition), % at 10 µM;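 active means more than half of replicate wells score below -50%, meaning over 50% inhibition versus plate controls; inconclusive means some replicates but at most half score below -50%; inactive means no replicate scores below -50%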;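 further: 0% = median DMSO wells and -100% = median GW8510 positive control wells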
# Target sequence (P49841 whole entry, looked up): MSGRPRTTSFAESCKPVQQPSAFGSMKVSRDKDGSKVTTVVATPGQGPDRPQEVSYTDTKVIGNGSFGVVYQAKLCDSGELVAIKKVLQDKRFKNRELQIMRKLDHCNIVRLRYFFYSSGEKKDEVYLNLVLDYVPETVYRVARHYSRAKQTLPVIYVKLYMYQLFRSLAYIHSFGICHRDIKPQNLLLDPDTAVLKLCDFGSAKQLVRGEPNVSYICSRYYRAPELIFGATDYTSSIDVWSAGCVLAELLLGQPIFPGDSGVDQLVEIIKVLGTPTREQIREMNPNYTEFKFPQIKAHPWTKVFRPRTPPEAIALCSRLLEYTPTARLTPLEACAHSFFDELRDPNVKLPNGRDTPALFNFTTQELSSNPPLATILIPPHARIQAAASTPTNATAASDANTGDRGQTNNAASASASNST
#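 Test system: GST-fused GSK3beta enzyme, cell-free | Quantity: 1.6 ng GST-GSK3beta enzyme per well | Reagent: 25 µM ATP with peptide substrate | Schedule: 60 min enzyme reaction, room temperature | Signal: Luminescent ADP-Glo measurement of ADP formed | Read-out basis: Score relative to plate controls | Control set: DMSO and 20 µM GW8510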
# GSK3A inh – inhibitors of human GSK-3 alpha kinase; P49840; ADP-Glo luminescence, 60 min; inhibition, % at 10 µM; hit rate 0.1% among 320,000; AID 2650;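 in the data active means inhibition above about 50%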;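 further: GST-tagged GSK-3 alpha with peptide substrate and 25 µM ATP; 0% = DMSO neutral wells and 100% = GW8510 positive control wells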
# Target sequence (P49840 whole entry, looked up): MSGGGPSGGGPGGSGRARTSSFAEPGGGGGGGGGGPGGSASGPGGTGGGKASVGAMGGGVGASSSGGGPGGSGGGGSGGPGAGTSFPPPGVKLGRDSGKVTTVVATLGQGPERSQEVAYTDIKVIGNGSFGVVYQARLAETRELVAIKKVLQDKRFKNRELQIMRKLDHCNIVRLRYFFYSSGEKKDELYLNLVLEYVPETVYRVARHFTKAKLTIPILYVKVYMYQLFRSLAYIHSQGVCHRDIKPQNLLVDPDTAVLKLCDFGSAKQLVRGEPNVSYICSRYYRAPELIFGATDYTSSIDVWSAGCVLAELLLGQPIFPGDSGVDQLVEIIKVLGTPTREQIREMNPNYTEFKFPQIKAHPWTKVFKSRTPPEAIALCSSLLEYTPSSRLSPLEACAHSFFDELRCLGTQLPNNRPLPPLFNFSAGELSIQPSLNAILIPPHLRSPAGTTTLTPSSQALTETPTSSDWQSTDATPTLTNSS
# Platelet DG rel – platelet dense granule release activity. hit rate 0.22% among 300,000. inhibition, %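 (compounds screened at 7.5 µM in platelet-rich plasma)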. human platelet-rich plasma, SFLLRN dense granule ATP release, luminescence;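 active means mean replicate score, as percent of positive control, at or above 50; inconclusive means mean below 50 but at least one replicate at or above 50; inactive means mean and every replicate below 50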
# aSyn UTR inh – MLPCN primary screen, SNCA 5' untranslated region. AID 1813. hit rate 0.82% among 300,000. inhibition, % (tested at 7.5 µM). alpha-synuclein 5'UTR reporter, inhibitor activity; in the data active means inhibition above about 60%; inconclusive means no clear call, values can overlap the other calls;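 further: H4 neuroglioblastoma cells stably carrying SNCA 5'UTR luciferase fusion; 0% = DMSO wells and 100% = positive control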
# HSF1 activator – increases HSF-1 driven luciferase reporter signal; NIH3T3-HGL HSF-1 luciferase reporter, MG132, 8 h; 100% = twice DMSO control signal; activation, % at 9 µM; hit rate 1.7% among 300,000;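 active means mean replicate activation of at least 50% with a set share of replicates each reaching 50%; inconclusive means only one of those two conditions met; inactive means mean below 50% and too few replicates reaching it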;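 further: 0% = median of the neutral control wells and 100% = twice that signal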
# KLF5 inhibitor – suppresses KLF5 promoter-driven expression. DLD-1 KLF5 promoter-luciferase reporter, luminescence. inhibition, % at 5 µM. hit rate 0.23% among 290,000. AID 1700;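 active means inhibition above a per-plate limit of that plate's mean compound inhibition plus 3 SD, cut at about 60% in these data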;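 further: 0% = DMSO wells and 100% = LY294002 at 200 µM; higher means less KLF5 promoter-driven luciferase light; inactives centre near -14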
# IEC-6 tox – kills IEC-6 intestinal cells in KLF5 counter-screen; IEC-6 cytotoxicity, luminescence viability; hit rate 0.78% among 290,000; inhibition, % at 5 µM; in the data active means inhibition above about 22%;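 further: 0% = plate median of test compound wells and 100% = cytotoxic reference compound wells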
# HSF1 inhib – HSF1 inhibition; NIH3T3-HGL HSE-luciferase, MG132-induced, luminescence 8 h; stronger effect = lower value; activity change, negative = inhibition, % at 7.5 µM (by protocol); hit rate 0.77% among 300,000; AID 2098;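 active means more than half of replicate wells show activity change below -50%, luminescence cut by over half; inconclusive means some wells, but at most half, below -50%; inactive means no replicate well below -50%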;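 further: luciferase reports HSF-1 transcriptional activity via heat shock element; 0% = median of DMSO wells and -100% = zero luminescence signal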
# Active calls of the source: *; ? = inconclusive; nt = no result given. An excerpt. The share of hits here may be higher or lower than overall.
SMILES,HSP90 refold inh,Dyrk1A ADPGlo,GSK3B inh,GSK3A inh,Platelet DG rel,aSyn UTR inh,HSF1 activator,KLF5 inhibitor,IEC-6 tox,HSF1 inhib
CN(C)C(=O)N1CCN(C(=O)N2CCOCC2)CC1,-2,-2,0,-1,-6,-19,7,-32,-2,-5
Fc1ccccc1COc1ccc(-c2nnn(Cc3ccccc3F)n2)cc1,3,-1,3,0,15,-2,17,-5,4,18
CCc1ccc(/C([O-])=C(/C(=S)NCCN2CCOCC2)[n+]2ccccc2)cc1,1,-1,2,2,9,-38,5,-3,7,-1
Cc1ccc(NC(=O)C(=O)NN=C2CCCC2)cc1C,0,-3,10,-1,-1,-39,-13,-9,-1,-2
O=C(CCc1ccc(O)cc1)NNC(=S)NCCc1ccccc1,0,7,3,2,-3,-12,-1,-16,-3,-1
COc1ccc(C(C(=O)NC2CCCC2)N(CC2CCCO2)C(=O)Cc2cccs2)cc1OC (stereo not drawn),2,16,1,-3,12,5,nt,16,8,nt
COc1ccc(F)cc1S(=O)(=O)Nc1ccncc1,-3,nt,-2,-2,-2,8,33,-14,1,1
CCN(CC(=O)NCCCN1CCOCC1)S(=O)(=O)c1cc(Cl)ccc1Cl,2,-4,-2,-2,-1,5,-10,3,1,2
O=C(Cc1ccc(F)cc1)N/N=C/c1ccc(-c2ccc(Cl)c(C(=O)O)c2)o1,1,1,1,-4,0,-10,2,-24,4,2
CCn1c(-c2ccoc2C)n[nH]c1=S,-2,-4,-19,1,1,14,2,-26,1,-4
O=[N+]([O-])c1cccc(-c2cc(C(F)(F)F)n3nc(-c4ccccc4)cc3n2)c1,0,2,2,0,-6,-6,-2,-2,4,-6
Cc1ccc2[nH]c(=O)c(CN(CCCN(C)C)C(=S)NCCc3ccccc3)cc2c1,2,nt,-1,4,-7,3,-7,-11,2,0
O=C(NC1CCCCC1)C(c1cccnc1)N(C(=O)c1csnn1)C1CCCC1 (stereo not drawn),-1,-7,1,-3,1,-4,39,-25,-6,6
OC1CCCN(c2c3c(nc4cc(-c5cccc(Cl)c5)nn24)CCC3)C1 (stereo not drawn),0,0,0,8,-3,19,2,-17,3,2
CC(=O)c1ccc(N(C(=O)Cn2nnc(-c3ccccc3)n2)C(C(=O)NC2CCCCC2)c2ccccn2)cc1 (stereo not drawn),-3,4,-6,0,8,-27,16,-3,4,-4
CC1(C)Cc2c(sc3nc4n(-c5ccccc5)cnn4c(=O)c23)CO1,2,nt,-2,-1,-17,11,23,-37,-4,5
Cc1ccc(C(=O)O)cc1-c1ccc(/C=C2\SC(=O)N(CC(=O)Nc3ccc4c(c3)OCO4)C2=O)o1,-3,16,1,1,4,-3,7,-35,-15,-4
CCCn1c(C)nnc1SCC(=O)NC1CCCCC1,1,7,-2,0,1,-1,-13,-11,0,-1
CC(C)C(=O)N1CCN(c2ccccc2NC(=O)c2cccc(Cl)c2)CC1,4,-50,5,0,-3,-11,-9,-11,-2,1
Cc1ccccc1OCCCCN1CCCCC1,5,4,1,-3,0,2,-1,-22,2,-5
Cc1cc(C)n(C(=O)CCC(=O)NCc2ccccc2)n1,-2,0,-2,-2,-18,10,5,-38,1,1
CCN(c1ccccc1)S(=O)(=O)c1ccc(Cl)c(NC(=O)COC(=O)C2CC2C)c1 (stereo not drawn),-3,-7,0,1,4,11,-1,-6,2,-3
Clc1ccc(COc2cccc(CNCc3ccncc3)c2)cc1,1,nt,1,0,2,31,25,-33,2,3
CCCC(=O)NCCCc1nc2ccccc2n1C,-4,-4,1,-3,-2,-24,-25,2,0,-6
O=C(Nc1ccc(Cl)cc1)C1=Cc2ccccc2OC1,-2,-2,0,1,-15,-150,44,-114,1,32
# Following part
SMILES,HSP90 refold inh,Dyrk1A ADPGlo,GSK3B inh,GSK3A inh,Platelet DG rel,aSyn UTR inh,HSF1 activator,KLF5 inhibitor,IEC-6 tox,HSF1 inhib
CCC(C)NCCOCCOc1ccc(F)cc1 (stereo not drawn),-3,5,1,-4,-3,-5,15,-35,-5,-2
COc1ccc2[nH]c3c(c2c1)CCN1C(=O)N([C@@H](C)C(=O)NCCc2ccc(OC)c(OC)c2)C(=O)[C@]31C,-2,14,1,-2,-3,37,-6,-7,-5,4
COc1ccc(CC(=O)Nc2c3c(nn2-c2cccc(C)c2C)CS(=O)(=O)C3)cc1,-4,-2,-1,-2,2,12,-5,-28,-10,-2
CCCN1CCN(C(=O)Cn2ncc3ccccc32)CC1,1,-4,2,1,-6,9,-6,-20,1,-3
CC(C)COc1ccc(C2NC(=O)NC2=O)cc1 (stereo not drawn),3,-1,-2,0,5,-3,7,-7,5,11
Cc1ccc(NC2=CC(=O)CC(c3ccccc3)C2)cc1 (stereo not drawn),2,-7,2,-1,8,-31,3,7,13,1
O=C(OCC(=O)N1CCN(C(=O)c2ccco2)CC1)c1cn(-c2ccccc2)nc1-c1ccccc1,0,7,-5,-3,-3,-15,14,-33,-2,2
O=C(Cn1nc(-c2ccc(Cl)cc2)ccc1=O)NCCN1CCOCC1,0,8,4,-4,2,21,25,-9,5,4
CC1=Nc2ccccc2N=C(NC(=O)CSc2nnnn2-c2ccccc2)C1c1ccccc1 (stereo not drawn),-4,0,3,-3,6,14,13,8,1,14
O=C(NCCO)/C(=C\c1ccco1)NC(=O)c1cccs1,-1,-2,4,-2,6,5,1,-19,2,-4
CCCc1cc(C(=O)NCc2ccc(OC)cc2)no1,2,-6,4,-2,-1,-39,0,-27,0,11
O=C(CSc1nnc(-c2ccccc2O)o1)N1CCCCC1,2,-2,-1,-4,-1,-27,-2,-18,2,8
N#Cc1ccc(Oc2nc(C#N)cc(-c3ccccc3)n2)cc1,-2,-2,-11,2,-5,13,32,-28,0,25
C/C(=C\c1ccccc1)CN1CCC(C(=O)N2CCCCC2)CC1,1,-4,1,2,0,1,-14,-18,-9,-10
COc1ccccc1C1CCN(Cc2cccc3ccccc23)CC1,3,-3,1,-5,3,5,-3,-37,-1,-10
O=C(NCCS(=O)(=O)N1CCN(c2ccccc2)CC1)c1ccc(Br)o1,nt,-12,-2,-1,6,1,-14,nt,nt,-5
CC(/C=N/NC(=O)c1cc(-c2ccncc2)nc2ccccc12)=C\c1ccco1,-1,11,nt,2,-5,86*,22,-21,-6,3
Cc1ccc(OCCCCN2CCc3ccccc3C2)cc1,1,0,11,-3,-18,1,3,-15,2,-3
CC(C)(C)NC(=O)CN(C(=O)CCC(=O)Nc1nccs1)c1ccc(F)c(Cl)c1,0,nt,-2,1,2,-1,-16,13,0,1
Cc1cc(C)cc(N(CC(=O)NCc2ccc3c(c2)OCO3)C(=O)CCC(=O)Nc2ccccn2)c1,3,4,3,5,-2,25,-42,13,3,-27
CC(C)(C)C(=O)Nc1ccccc1C(=O)OCC(=O)c1ccc2c(c1)OCCO2,-3,5,0,-1,-1,11,12,-20,1,1
CC(C)[C@H](NC(=O)N1CC(=O)Nc2ccccc21)C(=O)N[C@@H](C(=O)O)c1ccccc1,-4,nt,3,-3,0,10,5,-22,-4,-2
CN(C)CCCNC(=O)/C(=C\c1ccc(-c2cccc([N+](=O)[O-])c2)o1)NC(=O)c1ccccc1,2,10,-2,nt,-1,17,2,-23,0,-10
Cc1noc(C)c1CSCC(=O)Nc1nc2ccc(Oc3ccccc3)cc2s1,-2,6,-1,-2,0,-16,6,-27,-4,1
COc1cccc(NC(=O)CN2C(=O)NC(C)(CCC(C)C)C2=O)c1 (stereo not drawn),-4,-1,0,0,0,5,12,7,-2,3
# Other structures
SMILES,HSP90 refold inh,Dyrk1A ADPGlo,GSK3B inh,GSK3A inh,Platelet DG rel,aSyn UTR inh,HSF1 activator,KLF5 inhibitor,IEC-6 tox,HSF1 inhib
CC(=O)Nc1ccc(OCC(O)CN2CCCCC2C)cc1 (stereo not drawn),0,-10,-2,-5,1,-7,7,5,-1,-10
CCOCCCNC(=O)C(NC(=O)c1ccccc1O)c1ccc(Cl)cc1 (stereo not drawn),-6,-9,1,-2,5,-8,22,-11,-3,3
COc1ccc(S(=O)(=O)NNC(=O)Nc2ccc(C)cc2C)c(OC)c1,2,5,-4,0,-10,0,-8,-6,3,6
CCCC[n+]1ccn(-c2nc3ccccc3nc2[N-]S(=O)(=O)c2ccc(C)cc2)c1,4,-2,-4,-2,-18,-3,2,9,8,-6
Cc1ccc(-c2nnn(CC(=O)N3CCN(c4nc5ccccc5s4)CC3)n2)cc1,0,-3,0,0,-4,28,17,-16,-4,3
CC1CC(C)CN(C(=O)c2nn(C)c3c2CSc2ccccc2-3)C1 (stereo not drawn),1,0,2,0,1,11,-32,-23,9,-19
Cn1c(=O)c2c(nc(NCc3ccc4c(c3)OCO4)n2Cc2ccccc2Cl)n(C)c1=O,-4,-8,0,nt,15,37,-4,-6,-2,-6
CCCCOc1ccc(-c2csc(N)n2)cc1[N+](=O)[O-],-2,-8,0,-1,-5,-141,12,-162,2,4
CC(c1c(O)c2ccccc2[nH]c1=O)C1(C)CCC(O)C(C)(C)O1 (stereo not drawn),2,14,-21,0,4,2,-1,-35,-3,2
Cc1cccc2c(=O)c(C(=O)N3CCCCCC3)c[nH]c12,3,-2,-2,-1,0,2,-11,9,6,-13
COc1ccc(CN(CC(=O)NCc2ccccc2)C(=O)CCC(=O)Nc2ccccn2)cc1,-2,4,-1,0,-30,4,-4,-16,-5,-3
O=C(c1ccc(F)cc1F)C1CCN(c2ccc([N+](=O)[O-])cn2)CC1,3,2,-6,-2,-6,8,?,1,3,11
COC(=O)Nc1ccc(S(=O)(=O)Nc2cccc3ccccc23)cc1,6,-5,4,0,-3,13,68*,-18,2,33
Cc1ccc(C23CC4CC(CC(C(=O)OCC(=O)N(C)C)(C4)C2)C3)cc1,-2,-3,-2,-4,-10,2,-2,-19,-2,8
Cc1ccc(CNC(=O)C2CCC(CNc3nc(=S)[nH]c4ccccc34)CC2)cc1 (stereo not drawn),3,-2,0,1,0,16,33,-6,-1,18
COc1ccc(NC(=O)CN(c2ccc(OC)cc2)S(=O)(=O)c2ccc(OC)c(OC)c2)cc1,4,9,0,-2,-6,1,-6,-36,1,-6
Cn1cnc2c1c(=O)n(Cc1cccc(Cl)c1)c(=O)n2C,0,-2,3,-2,2,15,3,-25,2,-3
COC(=O)CSc1nc(C2CC2)cc(C(F)(F)F)c1C#N,-2,44,6,0,-7,-10,44,-28,-1,0
CC(C)CC1Nc2ncnc(N3CCN(c4ccccc4)CC3)c2N(Cc2ccccc2)C1=O (stereo not drawn),nt,4,-2,-1,3,8,13,nt,nt,6

# High-throughput results from PubChem BioAssay.
